Bioassay records as filed in PubChem.
TNAP act mid DEA: activates human TNAP at intermediate phosphate acceptor concentration | AID 813 | purified TNAP, CDP-star luminescence, 100 mM DEA, 30 min; active compounds read high; scale: 0 levamisole-inhibited, 1 vehicle-only enzyme | activation factor at 20 µM | 64,000 tested, under 10 active | P05186;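 active = activation factor of at least 2 at 20 µM, relative to controls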
Ec RNAP inh: Escherichia coli RNA polymerase inhibition | P0A8V2 | E. coli RNA polymerase, fluorescence transcription assay | inhibition, %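 (tested at 10 µM)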 | 62,000 compounds, 0.2% hits; in the data active = inhibition above about 20%;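 note: 0% = enzyme without compound and 100% = no enzyme blank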
NADH coupling: blocks coupling enzymes of NAD/NADH assays. IC50, µM (titrated, usually from 10 µM), inactives show at the highest dose inhibition. AID 774. 65,000 compounds, 0.02% hits. coupled PK/LDH NADH assays, four targets;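 active = single-dose screening hits from any of four coupled enzyme assays that gave an IC50 when retested across doses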;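 note: the DPM-DC format reads NADH fluorescence rather than 340 nm absorbance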
M1 antag: antagonists of rat M1 muscarinic receptor. 64,000 compounds, 3.4% hits. CHO-M1 cells, Fluo-4 calcium, ACh EC80 antagonist mode; active compounds read low. AID 628. B-score at 10 µM. P08482;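 active = calcium fluorescence response, raw or row-and-column corrected B-score, differing from the plate sample mean either way at a set confidence level, mostly lower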
Target sequence (P08482 whole entry, looked up): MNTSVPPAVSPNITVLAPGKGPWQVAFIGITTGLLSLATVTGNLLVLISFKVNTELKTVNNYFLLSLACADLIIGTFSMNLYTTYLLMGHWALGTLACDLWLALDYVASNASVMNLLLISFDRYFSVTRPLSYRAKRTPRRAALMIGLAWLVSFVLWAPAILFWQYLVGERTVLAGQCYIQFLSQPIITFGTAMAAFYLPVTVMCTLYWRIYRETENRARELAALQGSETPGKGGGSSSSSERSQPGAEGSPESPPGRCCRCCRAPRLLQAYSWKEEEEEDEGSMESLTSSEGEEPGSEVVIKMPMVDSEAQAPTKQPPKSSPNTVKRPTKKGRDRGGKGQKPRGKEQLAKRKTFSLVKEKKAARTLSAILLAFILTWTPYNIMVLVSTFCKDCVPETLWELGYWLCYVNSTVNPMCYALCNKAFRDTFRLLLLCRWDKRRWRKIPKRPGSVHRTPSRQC
SF-1 act: activators of human nuclear receptor SF-1 | Q13285 | CHO-K1 Gal4-SF-1 LBD luciferase reporter; % increase over DMSO SF-1-specific signal | activation, % at 10 µM | 65,000 compounds, 1.9% hits | AID 522;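 active = activation above the mean activation of all tested compounds plus 3 SD, cut at about 50% in these data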
Target sequence (Q13285 whole entry, looked up, the tested form may be a part): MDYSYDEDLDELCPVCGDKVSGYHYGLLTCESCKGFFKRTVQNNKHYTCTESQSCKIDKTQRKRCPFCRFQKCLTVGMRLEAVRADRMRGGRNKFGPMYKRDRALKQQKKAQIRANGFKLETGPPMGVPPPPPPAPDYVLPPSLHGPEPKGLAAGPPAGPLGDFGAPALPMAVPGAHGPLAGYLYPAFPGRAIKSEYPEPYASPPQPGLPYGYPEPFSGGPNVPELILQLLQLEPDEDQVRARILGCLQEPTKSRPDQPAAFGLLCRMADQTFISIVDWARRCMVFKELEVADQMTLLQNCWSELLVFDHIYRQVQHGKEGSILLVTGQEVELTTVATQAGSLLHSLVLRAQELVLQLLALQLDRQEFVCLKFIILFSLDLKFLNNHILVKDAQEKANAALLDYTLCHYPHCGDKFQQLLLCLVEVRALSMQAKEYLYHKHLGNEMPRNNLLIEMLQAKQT
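Test system: CHO-K1 cells co-transfected with Gal4 DBD–human SF-1 LBD, 5xGal4 luciferase reporter. Quantity: 4,000 cells per well. Compound: 10 µM only. Incubation: compound added 1 h post-seeding, 20 h exposure at 37 °C, 5% CO2. Detection: SteadyLite luciferase luminescence. Replication: one test per compound.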
Autofluor 339: intrinsic fluorescence of library compounds, ex339/em460 – biochemical, MLSMR library, data from DPM-DC assay, artefact control, profiling panel | compound autofluorescence, ex339/em460 nm, NADH buffer; active compounds read high; 1 = no-compound wells, NADH background | fluorescence fold increase at 10 µM | 65,000 compounds, 5.5% hits;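 active = at 10 µM, mean starting fluorescence two-fold or more over control wells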;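 note: signal is the first read of a kinetic run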
tolC growth inh: growth inhibitors of E. coli BW25113 tolC mutant | OD615 | growth inhibition, % at 10 µM (by protocol) | 65,000 compounds, 2.2% hits;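 active = growth inhibition at or above a cutoff equal to the mean over every tested compound plus 3 SD, cut at about 60% in these data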;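 note: growth measured after 20 h incubation at 37 °C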
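Test system: tolC-deleted E. coli BW25113; medium: LB with kanamycin 50 µg/mL; compound: single-point testing at 10 µM; incubation: 20 h compound exposure of bacteria at 37 °C; signal: OD at 615 nm; evaluation: growth inhibition in percent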
RORa activator: activates the human nuclear receptor RORA; activation, % at 10 µM; 65,000 compounds, 1.5% hits; CHO-K1 Gal4-RORA LBD luciferase reporter, luminescence; percent increase over mock-subtracted basal signal; P35398;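 active = activation above the mean of all tested compounds plus 3 SD, cut at about 49% in these data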;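 note: 0% = DMSO-treated RORA cells and 100% = added signal equal to DMSO minus mock-transfected cells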
M1 agonist: agonists of M1 muscarinic receptor; CHO-M1 cells, Fluo-4 calcium fluorescence, agonist mode; active compounds read high; B-score at 10 µM; 64,000 compounds, 3% hits; AID 626;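 active = fluorescence rise, raw or as B-score row- and column-corrected plate score, outside the 99.7% band of its plate's samples, either direction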
The depositor's hits bear a star; nt = no result given.

SMILES	TNAP act mid DEA	Ec RNAP inh	NADH coupling	M1 antag	SF-1 act	Autofluor 339	tolC growth inh	RORa activator	M1 agonist
Cc1cc(NC(=O)COC(=O)c2ccc(F)c(S(=O)(=O)N3CCOCC3)c2)no1	0.9	10	4%	0.42	10	1.1	-6	-2	0.16
COc1ccc(CN2CC(C(=O)NCCCN3CCCCCC3)CC2=O)cc1 (stereo not drawn)	1	-1	1%	-1.1	-8	1.1	-16	-6	-0.13
COc1cc2[nH]c(=S)n(NC(=O)CC(C)C)c(=O)c2cc1OC	0.9	1	8%	-0.032	9	1.1	-3	-10	1.8
Cc1nnc(SCC(=O)n2c3c(c4ccccc42)CCCC3)s1	0.9	2	2%	0.27	-3	1.1	-5	-6	-0.41
COc1ccccc1N1CCN(C(c2cc3cc(C)ccc3[nH]c2=O)c2nnnn2C2CCCC2)CC1 (stereo not drawn)	0.8	11	10%	1.1	-6	1.4	20	-1	-0.17
N#Cc1nc(-c2ccco2)oc1NCc1cccnc1	0.9	-2	19%	0.3	-2	2.1*	4	-6	-0.36
COCCCNS(=O)(=O)c1ccccc1	0.8	12	1%	0.6	3	1.1	-10	-22	-0.0073
Cc1cc(NC(=O)c2sc(Nc3cccc(C(F)(F)F)c3)nc2N)no1	0.9	0	4%	0.57	8	1.1	29	1	-0.13
COc1ccc(-n2nc(C(=O)N3CCN(Cc4ccc5c(c4)OCO5)CC3)c3ccccc3c2=O)cc1	0.9	1	5%	-0.25	7	1.5	-3	18	4.9
Cc1ccc(S(=O)(=O)Nc2cc(C)nn2-c2ccccc2)cc1	0.9	3	4%	0.66	-14	1.1	-9	-7	-0.33
CCOC(=O)N1CCN(S(=O)(=O)c2ccc(C)cc2)C1c1ccccc1 (stereo not drawn)	1	2	4%	-0.46	-1	1.1	23	-17	3.2*
C/C(NCC(C)(C)CN(C)C)=C(/C#N)C(=O)NCc1ccccc1	1	8	3%	0.39	1	1.1	-20	-2	0.22
O=C(CCn1c(=O)oc2ccccc21)NCCCN1CCCC1=O	1	8	4%	-0.085	-4	1.1	-8	6	-0.71
CCc1nn(CC(=O)NCCCN2CCc3ccccc3C2)c(=O)c2cc3sccc3n12	1	3	6%	-1	16	1.1	2	-15	-0.0057
CS(=O)(=O)c1ccc2nc(NC(=O)CN3CCN(Cc4ccccc4)CC3)sc2c1	0.9	8	5%	-2.5*	8	1.1	-15	-13	-0.79
CCOC(=O)Cc1csc(SCn2nnc3ccccc3c2=O)n1	0.9	6	7%	0.53	8	1.1	-23	-4	-0.42
CC(=O)OC1CCC(OC(C)=O)c2c1n([O-])c(C)c(C)[n+]2=O (stereo not drawn)	1.1	-1	6%	0.53	-7	1.1	-14	-6	0.049
CCOC(=O)C(NCCCO)c1ccccc1 (stereo not drawn)	0.8	2	11%	-0.2	10	1.1	-29	11	-0.42
COC(=O)c1nc2n(n1)C(c1ccccc1OC)C1=C(CCCC1=O)N2 (stereo not drawn)	1	2	6%	1	-9	0.95	-14	5	0.019
Cc1nc(SCC#N)c2c(C)c(C)sc2n1	0.9	3	2%	-0.92	-6	1	-2	-6	0.28
Cn1cccc1C(=S)N=P(C1CCCCC1)(N1CCOCC1)N1CCOCC1	0.9	3	9%	-0.8	-5	1.1	-11	9	0.085
Cc1ccc2cc(CN(Cc3nnnn3Cc3ccco3)CC3CCCO3)c(=O)[nH]c2c1C (stereo not drawn)	0.9	-3	7%	-0.2	-13	1.1	9	-1	-0.64
CNC(=O)c1ccc2snnc2c1	0.9	-9	2%	-0.0054	2	1.1	-8	0	-0.95
CC1Cc2nc(SCC(=O)N3CCCC3)n(C)c(=O)c2S1 (stereo not drawn)	0.9	4	9%	0.035	3	0.97	-11	2	0.74
O=C(NCC12CC3CC(CC(C3)C1)C2)c1nc2ncccn2n1	0.9	3	9%	0.42	2	1	-12	4	-0.87
CCSC(=Nc1ccccc1)C1=C(O)COC1=O	0.9	4	5%	-2.1	1	1.1	-9	-12	1.1
Cc1ccc(S(=O)(=O)N2CCC(C(=O)N[C@@H](C)C(=O)Nc3ccc4c(c3)OCO4)CC2)cc1	0.9	6	6%	-0.22	16	1.1	-5	1	-0.037
O=C(C(Cc1ccccc1)n1cccc1)N1CCc2ccccc21 (stereo not drawn)	0.9	7	0%	0.056	14	1.1	10	21	1.3
COc1cc(C2c3c(oc4cc(C)c(C)cc4c3=O)C(=O)N2c2cc(C)ccn2)ccc1O (stereo not drawn)	0.9	7	4%	0.042	8	1.1	6	-12	-0.11
CCC(=O)Nc1ccc2nc(SCC(=O)N3CCCC3)sc2c1	0.9	-8	3%	0.095	5	1	-1	12	0.73

Structural class, those above with a halogen (2)
SMILES	TNAP act mid DEA	Ec RNAP inh	NADH coupling	M1 antag	SF-1 act	Autofluor 339	tolC growth inh	RORa activator	M1 agonist
Cc1cc(NC(=O)COC(=O)c2ccc(F)c(S(=O)(=O)N3CCOCC3)c2)no1	0.9	10	4%	0.42	10	1.1	-6	-2	0.16
Cc1cc(NC(=O)c2sc(Nc3cccc(C(F)(F)F)c3)nc2N)no1	0.9	0	4%	0.57	8	1.1	29	1	-0.13

Going on with the list.
SMILES	TNAP act mid DEA	Ec RNAP inh	NADH coupling	M1 antag	SF-1 act	Autofluor 339	tolC growth inh	RORa activator	M1 agonist
O=C(COc1ccc(Br)cc1)OCc1nnc(-c2ccccc2)o1	1	-9	3%	0.91	33	1.1	-22	-3	-0.18
Cc1cnc(NC(=O)c2ccc3c(c2)C(=O)N(Cc2ccco2)C3=O)s1	1	3	6%	-0.54	-1	1.1	-9	9	0.02
Cn1c(=O)c2c(nc(SCCCO)n2Cc2ccccc2Cl)n(C)c1=O	0.9	4	2%	-0.05	-11	1.1	3	2	0.45
COc1ccccc1N1CCN(C(CNC(=O)c2ccc3c(c2)OCO3)c2cccnc2)CC1 (stereo not drawn)	1	8	6%	0.55	5	1.1	-13	3	0.081
CCS(=O)(=O)N1Cc2ccccc2CC1C(=O)N1CCN(c2cccc(C)c2C)CC1 (stereo not drawn)	0.9	-1	5%	-0.14	5	1.1	23	-15	2.1
CCOc1ccccc1NC(=O)c1c(NC(=O)CNCc2ccco2)sc2c1CCC2	1	0	5%	-8.1*	-6	1.4	-3	-2	-0.59
c1ccc(Cc2nnc3sc(Nc4ccccc4)nn23)cc1	0.9	4	7%	0.16	4	1.1	-3	3	-0.14
COc1ccc(C(=O)NCCn2cc(SCC(=O)Nc3nnc(C)s3)c3ccccc32)cc1	nt	nt	4%	0.093	-7	1.1	21	2	-0.12
CCn1cc(C(=O)OCc2ccccc2)c(=O)c2ccc(C)nc21	0.9	7	3%	-0.097	0	1	56	21	1.2
CCCCCN=C(C)c1c(O)c2ccccc2oc1=O	0.9	9	6%	-0.52	18	1.1	13	19	-0.79
Clc1ss/c(=N\c2ccccn2)c1Cl	0.9	8	2%	0.0031	-6	1	6	0	0.36
CC(=O)c1cccc(NC(=O)c2cc(C)no2)c1	1	3	2%	0.2	4	1.1	0	-18	-0.82
CCC12CN3CC(CC)(CN(C1)C3c1ccc(OC(C)C)cc1)C2=O (stereo not drawn)	nt	6	4%	-0.017	-2	0.99	10	-17	-0.086
Cc1ccc(CNc2oc(COc3ccccc3Cl)nc2C#N)cc1	0.9	-1	4%	0.43	-13	1.4	10	-10	0.46
CCCOc1ccc(C(=O)NCc2cccnc2)cc1	0.9	nt	7%	0.22	3	1	-6	-13	0.91

Full records as entered above.
c1ccc(Cc2nnc3sc(Nc4ccccc4)nn23)cc1 in the list: TNAP act mid DEA = 0.9; Ec RNAP inh = 4; NADH coupling = 7%; M1 antag = 0.16; SF-1 act = 4; Autofluor 339 = 1.1; tolC growth inh = -3; RORa activator = 3; M1 agonist = -0.14
CC(=O)c1cccc(NC(=O)c2cc(C)no2)c1 in the list: TNAP act mid DEA = 1; Ec RNAP inh = 3; NADH coupling = 2%; M1 antag = 0.2; SF-1 act = 4; Autofluor 339 = 1.1; tolC growth inh = 0; RORa activator = -18; M1 agonist = -0.82

Going on with the list.
SMILES	TNAP act mid DEA	Ec RNAP inh	NADH coupling	M1 antag	SF-1 act	Autofluor 339	tolC growth inh	RORa activator	M1 agonist
CCCCn1c(SCC(=O)c2ccc3c(c2)OCCO3)nnc1-c1ccco1	0.9	1	3%	1.1	-16	1.1	14	12	-0.96
COC(=O)CC1Oc2ccccc2N(Cc2ccccc2)C1=O (stereo not drawn)	1	4	1%	-2.4*	-38	1.1	20	-16	-0.054
COC(=O)C1=C(C)N(Cc2ccco2)C(=O)C1	0.8	10	4%	0.44	16	1	-30	8	-1.1
CCOC(=O)N1CCN(CC(=O)Nc2ccc(OC)cc2)CC1	0.9	10	0%	-0.17	3	1.1	-15	-2	0.74
C1CCc2c(nnc3c2-c2nonc2CC3)C1	0.9	6	5%	-1.7	5	1.1	-18	-6	-0.15
O=C(Cn1c(=O)oc2ccccc21)Nc1ccc(S(=O)(=O)N2CCCCC2)cc1	1	10	0%	-0.13	21	1	-6	-9	0.058
COc1ccc(NC(=O)NCCCN2CCCCC2C)cc1 (stereo not drawn)	0.9	3	4%	0.0099	-6	1.1	-12	11	0.6
CCCCNC(=O)CSc1nccn1Cc1ccccc1	0.9	2	1%	0.85	-5	1.1	-24	7	-0.011
CCS(=O)(=O)N1CCC(C(=O)OCC(=O)c2ccc(Br)cc2)CC1	0.9	2	4%	-1	-9	1	-11	-4	-0.15
Cn1cc(SCC(=O)Nc2ccc3c(c2)OCO3)c2ccccc21	1	4	7%	-0.72	-2	1.1	25	5	-0.25
CS(=O)(=O)Nc1ccc(C(=O)NCc2ccccn2)cc1	0.9	7	3%	0.0041	-6	1.1	-9	-2	-0.086
COc1ccc(Cl)cc1NC(=O)N1CCN(CCc2ccccc2)CC1	0.9	4	4%	-0.21	-9	1.1	31	-16	-2.9
CCOc1ccccc1NC(=O)C1CCN(S(=O)(=O)c2c(C)nn(C)c2C)CC1	1	11	5%	0.23	-3	1.1	-6	-7	-0.74
CCCCn1c(SCC(=O)N2CCOCC2)nnc1-c1cccs1	0.9	3	5%	0.16	-10	1.1	-20	9	0.59
Cc1ccc(CCNC(=O)C2CCCN(C(=O)c3cc4sccc4n3C)C2)cc1 (stereo not drawn)	0.8	3	6%	-0.81	0	1	16	23	-0.19
Cc1cc(C(=O)Nc2cccc3ncccc23)no1	1	-4	8%	0.62	10	1	-21	-16	-0.084
COc1ccc(NC(=O)Cn2nnc(-c3ccccc3F)n2)cc1Cl	0.8	8	3%	-0.21	8	0.98	-3	1	-0.56
CCOC(=O)c1c(NC(=O)c2cccs2)sc(C(=O)N2CCOCC2)c1C	0.8	0	10%	-0.88	15	1.4	3	-29	0.17
CCOC(=O)c1ccc(NC(=O)CSc2nc(C)cc(=O)[nH]2)cc1	0.9	-3	16%	0.24	5	1.1	30	-14	0.2
O=C(Nc1ccc(F)cc1)C1CCCCC1	0.9	6	2%	0.12	-13	1	2	19	-0.077
Cc1nc2sc(C(c3ccco3)N3CCOCC3)c(O)n2n1 (stereo not drawn)	nt	nt	6%	0.0053	-10	1.1	-13	6	-0.56
CCCCC(c1nnnn1CCOC)N1CCN(c2cccc(OC)c2)CC1 (stereo not drawn)	0.9	-6	9%	0.45	-6	1.1	-7	-17	-0.088
NC(=O)NC(=O)COC(=O)c1ccccc1Oc1ccccc1	0.9	3	4%	-0.07	1	1.1	-4	-17	-1.2
CCn1c(SCC(=O)NCc2cccs2)nc2c1c(=O)n(C)c(=O)n2C	0.9	-2	8%	1	-19	1.1	-22	-14	0.22
